# UPR CHOP act: apoptotic UPR (CHOP) activation. CHO-CHOP luciferase reporter, luminescence; percent of tunicamycin response over DMSO baseline. 330,000 compounds, 0.34% hits. activation, % at 10 µM. AID 449763;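 active means at 10 µM dose, activation of 40% or more, normalized to positive control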;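 further: 100% = tunicamycin at 10 µg/mL and 0% = DMSO alone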
#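 Assay system: CHO-CHOP cells, stable luciferase reporter of PERK-eIF2a-CHOP signalling / Buffer or medium: F12 plus 10% serum / Compound dosing: one dose, 10 µM in 0.5% DMSO / Times: 6 h compound treatment, 37 °C / Technique: luciferase luminescence / Read-out: % reporter activation, DMSO baseline versus tunicamycin full activation / Benchmarks: tunicamycin and DMSO controls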
# CXCR6 block: inhibitors of human CXCR6 receptor; O00574; CHO-K1 PathHunter CXCR6 beta-arrestin, luminescence; inhibition, % at 20 µM; 360,000 compounds, 0.36% hits; in the data active means inhibition above about 34%, passing the limit was not always enough;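 further: antagonist mode with CXCL16 agonist at 10 nM final; 0% = 10 nM CXCL16 with DMSO and 100% = unstimulated wells without agonist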
# Target sequence (O00574 whole entry, looked up): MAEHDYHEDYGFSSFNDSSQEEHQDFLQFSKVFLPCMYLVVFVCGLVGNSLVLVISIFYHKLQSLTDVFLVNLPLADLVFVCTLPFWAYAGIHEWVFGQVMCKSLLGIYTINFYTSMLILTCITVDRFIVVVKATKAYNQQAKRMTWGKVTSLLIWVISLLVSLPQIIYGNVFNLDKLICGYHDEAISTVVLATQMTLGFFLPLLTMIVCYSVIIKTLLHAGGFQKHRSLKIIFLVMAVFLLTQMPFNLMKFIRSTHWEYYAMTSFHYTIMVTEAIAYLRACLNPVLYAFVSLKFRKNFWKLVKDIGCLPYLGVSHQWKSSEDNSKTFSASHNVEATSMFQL
# APJ antagonist: antagonists of human APJ apelin receptor. P35414. CHO-K1 APJ beta-arrestin complementation, luminescence. inhibition, % at 20 µM. 330,000 compounds, 0.32% hits. AID 2521;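 active means inhibition above about 40% at 20 µM, limit read from the data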;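 further: cells challenged with 10 nM apelin-13 agonist together with compound; plate controls were apelin-13 plus DMSO wells for no effect and DMSO wells lacking apelin-13 for full effect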
# Target sequence (P35414 whole entry, looked up): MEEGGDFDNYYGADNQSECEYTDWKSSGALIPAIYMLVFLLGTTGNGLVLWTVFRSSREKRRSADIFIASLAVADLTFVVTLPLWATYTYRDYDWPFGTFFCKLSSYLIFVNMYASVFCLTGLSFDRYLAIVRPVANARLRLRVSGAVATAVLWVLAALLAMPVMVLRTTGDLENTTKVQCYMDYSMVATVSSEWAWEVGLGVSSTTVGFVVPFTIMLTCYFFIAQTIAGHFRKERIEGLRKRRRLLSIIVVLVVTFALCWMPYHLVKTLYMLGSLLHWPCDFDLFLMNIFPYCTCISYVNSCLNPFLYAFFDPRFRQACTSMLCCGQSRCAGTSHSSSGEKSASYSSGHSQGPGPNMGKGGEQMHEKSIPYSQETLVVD
# tim23-1 inh: growth inhibitors of tim23-1 mutant yeast; S. cerevisiae tim23-1 growth, BacTiter-Glo luminescence, 24 h; inhibition, % at 20 µM; 330,000 compounds, 1.3% hits; AID 463212;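 active means growth inhibition of the mutant yeast at or above 50%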;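 further: temperature-sensitive mutant grown at 25 °C; plate controls were DMSO-treated mutant yeast for no effect and medium wells lacking yeast for full effect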
# tim10-1 inh: growth inhibitors of tim10-1 mutant yeast; S. cerevisiae tim10-1 ts strain growth, BacTiter-Glo, 24 h; inhibition, % at 20 µM; 330,000 compounds, 2.2% hits;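 active means inhibition of at least 40%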;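 further: mutant grown at 25 °C; 0% = DMSO wells with yeast and 100% = wells holding no yeast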
# UPR XBP1 act: adaptive UPR (XBP1) activation; CHO-XBP1 luciferase reporter, IRE1-XBP1 UPR activation, luminescence; percent of tunicamycin response, DMSO as zero; activation, % at 20 µM; 330,000 compounds, 0.33% hits;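 active means versus positive control, 20 µM dose yields 30% or more activation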;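 further: 100% = tunicamycin at 10 µg/mL and 0% = DMSO only wells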
#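 Material: CHO cell line with stable XBP1 luciferase reporter; buffer or medium: F12 medium containing 10% fetal bovine serum; compound: single point, 20 µM final compound, 1% DMSO; incubation: 6 h treatment, 37 °C; measured by: glow luminescence from Steady-Glo reagent; evaluation: activation, % of tunicamycin; control set: tunicamycin high, DMSO low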
# APJ agonist: activates the human apelin receptor APJ | activation, % at 20 µM | CHO-K1 APJ PathHunter beta-arrestin, luminescence; 0% DMSO wells, 100% apelin | P35414 | 330,000 compounds, 0.11% hits;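 active means activation more than six SD over the plate average, tested at 20 µM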;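 further: 0% = DMSO alone and 100% = apelin-13 at 10 nM; some results filed as inactive read as strong as hits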
#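 Material: engineered CHO-K1 APJ arrestin reporter cells; amount: 1000 CHO-K1 reporter cells seeded per well; incubation: compound stimulation 90 min at 25 °C, detection 60 min; signal: luminescent beta-gal fragment complementation, chemiluminescent substrate; read-out basis: APJ agonist activity; controls: DMSO-only wells as negative, 10 nM Apelin-13 as positive control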
# TIM10 inh: growth inhibitors of TIM10 yeast strain | AID 463195 | inhibition, % at 10 µM | S. cerevisiae TIM10 strain growth, BacTiter-Glo luminescence, 24 h | 330,000 compounds, 1.4% hits;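 active means inhibition of 40% or more at the single tested concentration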;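 further: wild-type TIM10 isogenic control strain grown at permissive 25 °C; 0% = DMSO yeast wells and 100% = minimal medium wells without yeast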
# Mdm2 MdmX PPI: human Mdm2/MdmX binding inhibition | 330,000 compounds, 3% hits | inhibition, % at 8 µM | SaOS-2 split-luciferase Mdm2/MdmX complementation, luminescence | O15151+Q00987;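 active means inhibition of at least 50% at 8 µM in the primary screen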
# The depositor's hits bear a star. Only part of the results is shown. The share of hits here may be higher or lower than overall.
SMILES,UPR CHOP act,CXCR6 block,APJ antagonist,tim23-1 inh,tim10-1 inh,UPR XBP1 act,APJ agonist,TIM10 inh,Mdm2 MdmX PPI
O=C(CCCl)Nc1ccc(S(=O)(=O)NCc2ccco2)cc1,0.7,5,-23,2,-4,1,-1,-5,12
O=C(Nc1ccc2c(c1)OCO2)C1CCCN1C(=O)Nc1ccccc1F (stereo not drawn),-2.1,-3,8,2,-10,-2,4,-2,7
CCOc1ccc(S(=O)(=O)N2CCN(C(=O)C3CCC3)CC2)cc1,0.7,-4,-13,16,4,-4,-5,6,9
Cc1onc(-c2ccccc2Cl)c1C(=O)NCCN1CCOCC1,-1.8,-3,10,7,6,-2,1,5,14
Cc1ccc(C(=O)CSc2nnc(-c3ccccc3)n2-c2ccccc2)o1,1.3,-3,13,19,17,0,-2,23,6
Cc1cccc(NC(=O)c2cc(Cl)ccc2[N+](=O)[O-])c1,-0.1,7,-8,26,25,-2,3,6,-11
C=CCn1c(COc2ccc(F)cc2)nnc1SCC(=O)NC1CCCC1,-0.4,1,11,-2,8,-1,-2,0,4
C[C@H]1CN([C@@H](C)CO)C(=O)Cc2cc(NC(=O)Cn3cnnn3)ccc2O[C@H]1CN(C)Cc1ccncc1,-1.0,8,3,10,7,3,-1,-3,-13
S=c1[nH]nc(-c2cccc3ccccc23)n1-c1cccnc1,-0.1,6,5,-5,-4,-1,-1,2,6
Cc1csc(C(=O)NCC(=O)NNC(=O)c2cccc(Cl)c2)c1,-1.9,2,17,-10,-15,0,-4,-13,-6
CCn1nc(CC(C)C)cc1C(=O)N1CCCC(Nc2ccc(F)cc2)C1 (stereo not drawn),0.4,2,14,35,20,0,-1,24,36
O=C(Cc1cccs1)N1CCN=C1SCc1cccc(F)c1,-1.7,2,-23,22,7,0,-3,-3,-22
Cc1ccc(C)c(NC2=C(Cl)C(=O)OC2OC(=O)c2ccco2)c1 (stereo not drawn),-0.6,-10,-16,-2,13,-5,-4,8,-4
COc1ccccc1CNC(=O)c1sccc1-c1ccccc1,0.9,11,3,16,15,2,-3,16,-1
Cc1nc(-c2ccc(S(=O)(=O)Oc3ccc(Cl)cc3Cl)s2)cs1,0.1,-2,-15,23,21,-7,-4,2,45
Cc1cc(C)n2cc(CSc3nnc(-c4ccccc4)o3)nc2n1,-2.4,-6,24,-5,4,4,-3,-6,16
O=C(COC(=O)Cc1ccc(F)cc1)NC(=O)c1ccccc1,0.0,-2,9,11,-3,3,-1,-1,22
COc1ccc(NC(=S)N(Cc2cccc(Br)c2)CC2CCC(C(=O)O)CC2)cc1 (stereo not drawn),-0.1,-2,18,17,18,0,0,13,-8
COCc1nnc(NS(=O)(=O)c2ccc(C)cc2)s1,0.6,7,7,13,14,-2,3,-17,-23
Cc1ccc(C(=O)CCC(=O)Nc2ncccc2C)cc1,2.1,-8,-59,10,-6,2,-2,9,4
CCOC(=O)C1=C(C)Nc2nc3ccccc3n2C1c1ccc(O)cc1 (stereo not drawn),2.6,5,-23,-2,10,2,-1,-23,25
CN(C)CCn1c(=S)[nH]c2ccc(Cl)cc2c1=O,-1.4,8,-2,2,14,0,-2,-19,8
NS(=O)(=O)c1ccc(CCNC(=O)Cc2ccc(S(=O)(=O)N3CCCC3)s2)cc1,-0.6,1,-10,-3,-14,-2,-2,-12,9
CC1C2CC(C/C2=N/NC(=O)c2cccs2)C1(C)C (stereo not drawn),-0.3,-2,17,12,17,-1,-1,22,-17
COc1cccc(S(=O)(=O)NC2CCN(C#N)C2)c1 (stereo not drawn),0.9,-13,-5,19,15,-2,-3,4,-9
Cc1ccc(-n2nnc3c(SCC(=O)NCc4ccco4)ncnc32)cc1,1.1,-1,11,27,27,-6,-4,26,12
Cc1ccc(C(=O)NCc2ccncc2)cc1S(=O)(=O)N1CCOCC1,1.5,-5,8,9,-2,-1,-1,4,23
ONC(=Nc1cccc(C(F)(F)F)c1)c1cccnc1,0.3,-7,13,4,3,-3,2,9,14
O=C1C2C3C=CC(C3=C(c3ccccc3)c3ccccc3)C2C(=O)N1CCO (stereo not drawn),-1.6,11,17,19,14,0,-5,27,-7
COc1ccc(/C=N/NC(=O)c2nnn(-c3nonc3N)c2CN(C)C2CCCCC2)cc1,1.1,6,5,-14,-3,1,-1,6,4
Cc1ccc(S(=O)(=O)N2CCCCC2)cc1C(=O)N(CCc1ccccc1)Cc1ccccc1,1.5,18,19,36,25,-2,3,13,16
Oc1cc(O)c2c(c1)O[C@H](c1ccc(O)c(O)c1)[C@H](O)C2,0.1,11,-11,13,4,-1,13,11,-18
O=C(N/N=C/c1ccc([N+](=O)[O-])cc1)c1c[nH]c2ccccc12,2.4,8,-9,-22,-24,5,2,-39,12
CC(C(=O)Nc1ccc(S(=O)(=O)Nc2ncccn2)cc1)N1C(=O)c2ccccc2S1(=O)=O (stereo not drawn),1.2,13,15,7,7,0,-2,-4,-2
COc1ccc([N+](=O)[O-])cc1NS(=O)(=O)c1cccc(C(=O)O)c1,-2.2,17,16,3,5,0,-6,0,16
CCOc1ccc(S(=O)(=O)NCCC(=O)NCc2ccc(OC)c(OC)c2)cc1,0.0,3,-1,-4,-13,-1,-4,-3,6
O=C(COC(=O)Cn1cc(C(F)(F)F)ccc1=O)NCc1ccccc1,1.8,0,19,7,-5,-1,4,-9,6
CCOC(=O)c1cc(C)n(Cc2cccc(OC)c2OC)c1C,-0.1,6,-8,17,29,0,-7,-5,8
CC(C(=O)NC1C(=O)N2C(C(=O)O)=C(CSc3nnnn3C)CSC12)n1cc(Br)cn1 (stereo not drawn),2.1,1,-10,12,-12,1,0,8,-6
Cc1cc(C(=O)Oc2cccnc2)ccc1[N+](=O)[O-],1.6,-8,7,13,12,3,-2,10,-13
O=C(CSc1nnc2nnc3ccccc3n12)N1CCOCC1,0.7,-10,-14,-13,-2,0,-1,-1,16
Cc1ccc(NC(=O)CNc2ccc(N3CCOCC3)cc2)cc1S(=O)(=O)N(C)C,-2.5,-1,9,7,4,4,-3,8,-4
OCCC1CN(Cc2c(F)cccc2Cl)CCN1C1CCCCC1 (stereo not drawn),-1.7,7,14,-19,2,0,-4,3,13
Cc1ccccc1N(CC(=O)N1CCCC1)S(=O)(=O)c1ccc(Cl)cc1,6.5,6,1,11,13,-2,0,-7,-11
CCCCC(CCC(=O)O)(C(=O)OCC)c1csc(N)n1 (stereo not drawn),-1.0,12,-8,15,3,-5,-2,-8,13
O=S1(=O)C[C@@H](O)[C@@H](Nc2ccccc2)C1,0.7,-8,-8,5,-4,0,1,-12,-9
CC(O)CNc1nc2c(c(=O)n(C)c(=O)n2C)n1Cc1cccc(C(F)(F)F)c1 (stereo not drawn),-2.5,2,11,-2,3,-1,-1,4,0
O=C(Cc1n[nH]c(=O)c2ccccc12)NCc1ccccc1,4.5,7,28,-2,-6,-4,-3,9,12
Nc1nnc(CSCc2ccc(Cl)cc2Cl)s1,-2.0,2,-3,11,29,2,-3,23,-6
C[C@H](NC(=O)c1ccccc1Cl)C(=O)OCC(=O)N1CC2(C)CC1CC(C)(C)C2 (stereo partly drawn),2.9,5,-8,2,6,0,-4,1,2
C=CCN(CC=C)CCOc1ccc(C)cc1[N+](=O)[O-],3.4,-6,17,-6,1,-1,-3,-6,-11
NC(N)=N/N=C/c1ccccc1Cl,-0.6,-5,-23,13,7,-2,1,24,11
COc1cccc(OC)c1C(=O)Nc1sc2c(c1C(N)=O)CCCC2,1.9,-7,6,23,9,-4,3,15,19
COc1cc(SC)ccc1C(=O)Nc1c(C)cccc1C,2.2,1,-10,41,25,-3,-6,10,-2
Cc1ccc(C(=O)OCc2cn3ccccc3n2)cc1,1.4,-16,-6,17,22,-6,-3,-10,-16
CCN1CCN(C(CNS(=O)(=O)c2ccc(C)cc2)c2ccccc2)CC1 (stereo not drawn),1.7,4,19,-18,-10,0,-2,4,25
CNC(=S)NNC(=O)c1cc(C(C)(C)C)nn1Cc1ccc(F)cc1,-2.0,-2,-9,6,14,-1,-3,13,-20
Cc1cccc(-n2c(N)c(C(=O)N3CCN(C)CC3)sc2=S)c1,-0.2,-1,15,5,5,-1,-4,-5,7
COc1cccc(CN2CCN(C(=O)c3ccco3)CC2)c1,-0.5,-5,6,3,-1,-1,-4,6,14
Cc1cccc(NC(=O)N2CCC(c3nc4ccccc4o3)CC2)c1,-0.1,3,-15,20,5,-2,-2,7,-12
# Next records follow.
SMILES,UPR CHOP act,CXCR6 block,APJ antagonist,tim23-1 inh,tim10-1 inh,UPR XBP1 act,APJ agonist,TIM10 inh,Mdm2 MdmX PPI
O=C(c1c[nH]c2ccc(S(=O)(=O)N3CCOCC3)cc2c1=O)N1CCCC1,0.8,-7,-2,5,10,0,-4,4,6
Cc1ccccc1NCC(=O)N/N=C/C(Br)=C/c1ccccc1,0.6,8,2,1,7,0,-2,2,49
CCC(C)Sc1nc2ccccc2n1CC(=O)O (stereo not drawn),0.4,4,-9,0,10,1,-5,-5,-28
Cc1c(Cl)cccc1N/C(SCC(=O)N1CCCCCC1)=C(/C#N)c1nc2ccccc2s1,3.3,14,18,40,29,4,4,28,91*
COc1ccc(Cl)cc1C(=O)NNC(=O)c1cccs1,4.6,9,-3,7,4,4,-1,8,-52
CCOC(=O)N1CCN(c2nc3c(C)cccn3c(=O)c2C=O)CC1,-0.2,2,25,14,23,0,-1,13,-18
O=C(NN1CCOCC1)c1cc(-c2cccc(Cl)c2)nc2ccccc12,-0.7,-2,16,2,12,2,-4,-21,-23
COc1ccccc1C(=O)NC(CCSC)C(=O)NCC(c1ccccc1OC)N1CCCC1 (stereo not drawn),0.5,-4,-45,0,-7,1,-8,4,20
COC(=O)CSc1[nH]c2ccc(Br)cc2c1[N+](=O)[O-],0.5,41*,41*,-3,15,0,-7,-9,20
Cc1ccc(-n2c(-c3ccc(Cl)cc3)n[nH]c2=S)cc1,1.2,8,15,49,19,-2,-2,26,-12
COc1ccccc1CCNC(=O)C(=O)NCC1OCCN1S(=O)(=O)c1ccc(Cl)cc1 (stereo not drawn),0.0,-2,9,16,15,-2,-2,3,13

# One compound at a time, from the list above:
# Shown for O=C(c1c[nH]c2ccc(S(=O)(=O)N3CCOCC3)cc2c1=O)N1CCCC1 → UPR CHOP act = 0.8; CXCR6 block = -7; APJ antagonist = -2; tim23-1 inh = 5; tim10-1 inh = 10; UPR XBP1 act = 0; APJ agonist = -4; TIM10 inh = 4; Mdm2 MdmX PPI = 6
# Shown for CCC(C)Sc1nc2ccccc2n1CC(=O)O (stereo not drawn) → UPR CHOP act = 0.4; CXCR6 block = 4; APJ antagonist = -9; tim23-1 inh = 0; tim10-1 inh = 10; UPR XBP1 act = 1; APJ agonist = -5; TIM10 inh = -5; Mdm2 MdmX PPI = -28
# Shown for COc1ccccc1CNC(=O)c1sccc1-c1ccccc1 → UPR CHOP act = 0.9; CXCR6 block = 11; APJ antagonist = 3; tim23-1 inh = 16; tim10-1 inh = 15; UPR XBP1 act = 2; APJ agonist = -3; TIM10 inh = 16; Mdm2 MdmX PPI = -1
